TDP1 cell noCPT = qHTS for Inhibitors of human tyrosyl-DNA phosphodiesterase 1 (TDP1): qHTS in cells in absence of CPT; DT40 Tdp1-/- hTDP1 cells, no CPT, ATP luminescence, 48 h; Potency, µM (doses to about 46.2 µM), inactives show top-dose activity change, negative = growth inhibition, hits mostly inhibitors; actives 15% (n = 420,000); also: nearly all actives have a fitted effect of over 55% in size
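Cells were dispensed at 400 per well, compounds added by pin tool, plates incubated ≥48 hr at 37 °C, then CellTiter-Glo added for 30 min at room temperature before luminescence reading. Line: DT40 Tdp1-/- complemented with hTDP1; camptothecin omitted.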
KAT2A inh = qHTS Assay for Inhibitors of GCN5L2 | AID 504327, 2011 | GCN5L2 HAT assay, ThioGlo1 CoA-SH fluorescence | actives 0.21% (n = 390,000) | Potency, µM (titrated, usually from 58.9 µM), for the others: at the top dose activity change, negative = inhibition, most hits filed as inhibitors | Histone acetyltransferase KAT2A (Homo sapiens), Q92830
Target sequence (Q92830 whole entry, looked up): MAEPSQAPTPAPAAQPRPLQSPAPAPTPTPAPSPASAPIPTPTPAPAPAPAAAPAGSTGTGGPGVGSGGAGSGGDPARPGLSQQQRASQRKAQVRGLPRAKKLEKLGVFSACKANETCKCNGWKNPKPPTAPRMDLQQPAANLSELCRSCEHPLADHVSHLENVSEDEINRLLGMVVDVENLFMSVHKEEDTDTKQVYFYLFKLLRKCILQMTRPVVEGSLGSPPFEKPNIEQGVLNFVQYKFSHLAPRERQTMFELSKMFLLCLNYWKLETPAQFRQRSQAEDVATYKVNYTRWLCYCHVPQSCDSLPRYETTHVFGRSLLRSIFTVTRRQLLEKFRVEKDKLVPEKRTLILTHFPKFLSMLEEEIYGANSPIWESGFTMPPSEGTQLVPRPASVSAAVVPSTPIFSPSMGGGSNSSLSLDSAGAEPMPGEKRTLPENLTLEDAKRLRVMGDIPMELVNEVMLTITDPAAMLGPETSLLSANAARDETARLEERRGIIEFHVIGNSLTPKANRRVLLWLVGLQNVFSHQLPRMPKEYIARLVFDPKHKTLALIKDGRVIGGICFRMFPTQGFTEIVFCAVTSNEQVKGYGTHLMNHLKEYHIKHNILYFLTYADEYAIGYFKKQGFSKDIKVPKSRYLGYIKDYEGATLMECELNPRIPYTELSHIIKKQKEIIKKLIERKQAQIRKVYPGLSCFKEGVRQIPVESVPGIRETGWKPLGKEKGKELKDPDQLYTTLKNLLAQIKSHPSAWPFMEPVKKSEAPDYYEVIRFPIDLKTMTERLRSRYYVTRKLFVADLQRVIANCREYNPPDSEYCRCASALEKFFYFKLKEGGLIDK
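Enzyme at 20nM final was mixed with library compounds for 15 min at room temperature. Peptide H3(1-25) at 75uM, acetyl-CoA at 70uM and ThioGlo1 at 50uM were then added. Plates were read immediately and after 20 min (Ex340nm/Em540nm).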
DT40 TDP1 CPT = qHTS for Inhibitors of human tyrosyl-DNA phosphodiesterase 1 (TDP1): qHTS in cells in presence of CPT; actives 12% (n = 420,000); Potency, µM (doses to about 46.2 µM), for the others: at the top dose activity change, negative = growth inhibition, hits mostly inhibitors; chicken DT40 Tdp1-/-;hTDP1 cells + 20 nM CPT, ATP luminescence, 48 h; also: nearly all actives have a fitted effect of over 55% in size
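Cell growth measured by CellTiter-Glo luminescence after a minimum 48 h, 37 C compound exposure with 20 nM CPT in Tdp1-knockout DT40 cells stably expressing hTDP1, seeded 400/well; qHTS titration format.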
* marks the source's active call; other numbers are inactive results; ? = inconclusive; . = no result given; & = joins results of further samples; [ ] = remark or other dose. Calls follow the shape of the dose curve; as a rule, active = well fitted curve in the direction sought with a large enough effect; inconclusive = small, poorly fitted or top-dose-only effect, or another doubt; inactive = no such curve, though single readings can be large; an effect the other way counts as inactive or inconclusive. % is scaled to controls: 0 for no effect and ±100 for the full control effect; potency is read from the fitted curve at half-maximal effect.

Preview:
| smiles | TDP1 cell noCPT | KAT2A inh | DT40 TDP1 CPT |
| --- | --- | --- | --- |
| Cc1cccc(C)c1NC(=O)C1c2ccccc2OCC(=O)N1CCc1ccccc1 (centres undefined) | ? | . | -21% |
| O=C(CSc1nc(=O)[nH]c2c1CCCC2)Nc1cc(C(F)(F)F)ccc1Cl | 16µM* | 4% | ? |
| Cc1c(-c2ccc(F)cc2)[n+](=O)c2c(n1[O-])CCCCC2 | -28% | 2% | 10% |
| COc1ccc(/C=C\c2cc(OC)c(OC)cc2CC[N+](C)(C)C)cc1OC | 2% | -19% | 11% |
| ONC(=Nc1cccc(C(F)(F)F)c1)c1cccnc1 | -9% | -2% | -20% |
| COc1ccc(S(=O)(=O)N2CCCCC2)cc1NC(=S)Nc1cccc(Cl)c1C | ? | -4% | ? |

Results, from the first entry:
| smiles | TDP1 cell noCPT | KAT2A inh | DT40 TDP1 CPT |
| --- | --- | --- | --- |
| Cc1cccc(C)c1NC(=O)C1c2ccccc2OCC(=O)N1CCc1ccccc1 (centres undefined) | ? | . | -21% |
| O=C(CSc1nc(=O)[nH]c2c1CCCC2)Nc1cc(C(F)(F)F)ccc1Cl | 16µM* | 4% | ? |
| Cc1c(-c2ccc(F)cc2)[n+](=O)c2c(n1[O-])CCCCC2 | -28% | 2% | 10% |
| COc1ccc(/C=C\c2cc(OC)c(OC)cc2CC[N+](C)(C)C)cc1OC | 2% | -19% | 11% |
| ONC(=Nc1cccc(C(F)(F)F)c1)c1cccnc1 | -9% | -2% | -20% |
| COc1ccc(S(=O)(=O)N2CCCCC2)cc1NC(=S)Nc1cccc(Cl)c1C | ? | -4% | ? |
| CC1CCC(C(C)C)C(OC(=O)CSc2nnc(N)s2)C1 (centres undefined) | -29% | -11% | ? |
| CCOC(=O)COc1ccc(S(=O)(=O)N2CCN(c3ccccc3)CC2)cc1 | -8% | -4% | 4% |
| Cc1nn(C(C)C(=O)c2cccc(Cl)c2)c(C)c1[N+](=O)[O-] (centres undefined) | -2% | 10% | 13% |
| CCC(CC)NC(=O)c1ccc(NS(=O)(=O)c2ccc3[nH]c(=O)[nH]c3c2)cc1 | 0% | -24% | -17% |
| CCOC(=O)N1CCN(S(=O)(=O)c2ccc(OC)c(C(=O)N3CCCCC3)c2)CC1 | ? | 0% | 2% |
| COc1cc(CC(=O)N(C)CC(=O)Nc2cc(C)ccc2C)cc(OC)c1OC | -4% | 0% | 2% |
| COc1ccccc1OCC(=O)Nc1c2c(nn1-c1ccc(C)cc1)CS(=O)(=O)C2 | 2% | -6% | 6% |
| O=C(Cc1ccc2c(c1)OCCO2)N1CCN(S(=O)(=O)c2cccc(Cl)c2Cl)CC1 | 3% | -12% | 0% |
| COc1ccccc1NC(=O)O/N=C(\N)c1ccccc1 | ? | 6% | ? |
| CC(=O)N1c2c(cc(Br)cc2S(=O)(=O)N2CCN(c3cccc(Cl)c3)CC2)CC1C (centres undefined) | 9.2µM* | -11% | 10µM* |
| Cc1ccccc1OCC(=O)Nc1nnc(SCc2cc(=O)n3cccc(C)c3n2)s1 | -16% | -8% | -1% |
| COc1ccccc1NC(=O)c1ccccc1NC(=O)c1cc(Cl)ccc1NC(=O)c1ccco1 | ? | -5% | ? |
| CCCCN(C(=O)c1ccc(S(=O)(=O)N(C)C)cc1)c1ccccc1 | ? | -8% | ? |
| COc1ccc(CC(=O)NCc2nnc(SCC(=O)Nc3cccc(F)c3)n2C)cc1 | -24% | 2% | 1% |
| Cn1cncc1C#Cc1ccc2cc(C3(O)CCCCC3)oc(=O)c2c1 | ? | -6% | -29% |
| NS(=O)(=O)c1ccc(CCNC(=O)c2ccc(OCC3CCCO3)cc2)cc1 (centres undefined) | -7% | 1% | 0% |
| Cc1ccc(CN2CCN(CC(=O)O)C2=O)cc1 | -2% | -3% | -1% |
| O=C(NC1CCN(Cc2ccccc2)CC1)c1[nH]c(C(F)(F)F)nc1-c1ccccc1 | -1%&-7% | . | -12%&-2% |
| C=CCN(CC(=O)NC1CCCC1)C(=O)C(=O)Nc1ccc2c(c1)OCCO2 | -10% | -1% | -16% |
| CC(=O)c1ccccc1NC(=O)COC(=O)C1COc2ccccc2O1 (centres undefined) | -5% | . | 1% |
| O=C1CC2(CCCCC2)Oc2ccc(F)cc21 | -4% | . | -5% |
| COc1ccc(CNC(=O)c2cccc(S(=O)(=O)N3CCN(c4ccc(F)cc4)CC3)c2)cc1 | ? | -7% | ? |
| Cc1ccc(OCc2cc(C(=O)Nc3ccccc3)oc2C)cc1 | -13% | -5%[0.501 µM] | -5% |
| COc1ccccc1OCc1cc(C(=O)N2CC3C[C@@H]4CC2C[C@H](C3)C4)no1 | 13µM* | -3% | 12µM* |
| Cc1nc(N)nc(N/N=C/c2c(F)cccc2Cl)n1 | -17% | -9% | -3% |
| CN1C(=O)N(C)C2(CC1(C)C)CC(C)(C)N(C)C(=O)N2C | -4% | 1% | 9% |
| Cc1ccccc1CNS(=O)(=O)c1c(C(=O)N2CCCCC2)c(C)n(C)c1C | 11% | -6% | 9% |
| COc1ccc(/C=C2\N=C(SC)N(C)C2=O)cc1 | -3% | -15% | -3% |
| Cc1ccc(C)c(NC(=O)CSc2nc(-c3ccccc3)c(C#N)c(=O)[nH]2)c1 | 0% | -5% | -1% |
| CCCc1nc(N2CCN(C)CC2)c2sc(=S)n(-c3ccccc3)c2n1 | 16µM* | -4% | 18µM* |
| CCn1cc2nc(SCc3cc(C)ccc3C)n(Cc3ccc(C)cc3)c(=O)c2n1 | -73% | -3% | 16µM* |
| c1ccc(NCc2nc(-c3ccccc3)no2)cc1 | -18% | -3% | 5% |
| Cn1ncc(Cl)c1C(=O)N1CCN(S(=O)(=O)c2ccc(F)cc2)CC1 | 16% | 1% | -12% |
| Cc1nc(-c2ccccc2)ccc1C(=O)O | ? | -3% | -22% |
| CCN1c2ccccc2-c2nc(SCC(=O)Nc3ccc(C)c(Cl)c3)ncc2S1(=O)=O | ? | -12% | ? |
| COC(=O)[C@]12CCCCC=C1N(Cc1ccc3c(c1)OCO3)C(=O)[C@H](CC(=O)N1CCN(C(=O)c3ccco3)CC1)C2 | ? | . | ? |
| COc1cccc(/C=C2\Oc3cc(OCC(=O)N4Cc5ccccc5C[C@H]4C(=O)O)ccc3C2=O)c1 | ? | -29% | -29% |
| COCCNC(=O)C(=O)Nc1ccc(Br)cc1 | ? | 1% | ? |
| CCOC(=O)c1ccc(NC(=O)NCc2cccnc2)cc1 | ? | -4% | -17% |
| COc1ccc(C(=O)NC(=S)N2CCC(C)CC2)cc1Br | ? | 0% | ? |
| COc1ccc(C(=O)c2ccccc2Cl)cc1 | -27% | -10% | -14% |
| CC(C)c1ncc(S(=O)(=O)c2ccc(C(F)(F)F)cn2)c(N)n1 | -17% | -3% | -5% |
| N=c1n(CCN2CCCCC2)c2ccccc2n1CC(O)COc1ccccc1 (centres undefined) | 15µM* | 3% | 18µM* |
| O=C(NNC1CC(=O)N(c2ccccc2)C1=O)c1cccnc1 (centres undefined) | -5% | -2% | 4% |
| CCOC(=O)C(NCc1ccc(OC)cc1)(NC(C)=O)C(F)(F)F (centres undefined) | -3% | -4% | -4% |
| O=C(NCCCN1CCN(Cc2ccccc2)CC1)C1CCN(S(=O)(=O)N2CCC3(CC2)OCCO3)CC1 | -11% | -5% | -12% |
| COc1ccc(S(=O)(=O)N2CCCC(C(=O)Nc3cccnc3)C2)cc1Cl (centres undefined) | 15µM* | -1% | 16µM* |
| COc1ccc(C(=O)/C=C/N(C)C)cc1OC | ? | 5% | ? |
| Cn1c(=O)c2c(nc3n2CCS3)n(C)c1=O | -13% | -9% | -13% |
| FC(F)(F)C1=Nc2cccc3cccc(c23)N1 | 4.6µM* | 6.3µM* | 4.1µM* |
| CC1CCCN(C(=O)c2cc(S(=O)(=O)N3CCCCC3)c[nH]2)C1 (centres undefined) | ? | -10% | -23% |
| CCOC(=O)C1=C(C)NC(=O)NC1c1ccc(OC)c(Cl)c1 (centres undefined) | -16% | -7% | -22% |
| OCC1(Cc2ccc(F)cc2F)CCCN(Cc2ccc(Cl)cc2)C1 (centres undefined) | ? | -13% | ? |
| COC(=O)C1=C(C)N(Cc2ccccc2)C(=NCC2CC2)N[C@H]1c1ccccc1 | 23µM* | -1%&1%&-10% | 21µM* |

(cont.)
| smiles | TDP1 cell noCPT | KAT2A inh | DT40 TDP1 CPT |
| --- | --- | --- | --- |
| CN=C(Nc1ccc2c(c1)OCO2)SC1CC(=O)N(c2ccccc2)C1=O (centres undefined) | -7% | -4% | -26% |
| CCCCCOC(=O)c1ccc(OC(=O)c2sc3ncn(Cc4cccc(F)c4)c(=O)c3c2C)cc1 | -22% | -3% | -10% |
| COc1ccccc1N(CC(=O)NCC(C)C)S(=O)(=O)c1cccs1 | -20% | 1% | 0% |
| S=c1[nH]nc(COc2ccc(Cl)cc2Cl)n1-c1ccccc1 | 2% | 0% | 1% |
| CC(=O)NC1(c2ccccc2)CCN(c2cc(C)nc(-c3ccccc3)n2)CC1 | ? | -2% | -5% |
| CCN(C(=O)CSc1nc(C)nc2sc3c(c12)CCC3)C1CCS(=O)(=O)C1 (centres undefined) | 21µM* | -6% | ? |
| CCNC(=S)NNC(=O)c1csc(CC)c1 | -24% | -6% | -3% |
| O=C(N/N=C/c1ccc(Br)o1)c1ccc2c(c1)OCCO2 | -25% | 0% | -28% |
| CN1CCN(c2ccc(NC(=O)c3ccc(Br)o3)cc2)CC1 | 12% | -3% | -2% |
| CC(=O)N(C(C)=O)c1ccc(Oc2ccc(Oc3ccc(N(C(C)=O)C(C)=O)cc3)cc2)cc1 | ? | . | ? |
| C=CCN(c1ccccc1)S(=O)(=O)c1cccc(C(=O)N(CC)CC(=O)Nc2c(F)cccc2F)c1 | 15µM* | -4% | 23µM* |
| CC(CN(C)Cc1ccccc1)OC(=O)c1ccc(F)cc1 (centres undefined) | 10µM* | -3% | 15µM* |
| CCOC(=O)CC(=O)CSc1nc2cc(C)ccc2cc1C | -17% | -1% | -21% |
| N=c1c2c(ncn1CCCO)Oc1ccc3ccccc3c1C2c1ccccc1 (centres undefined) | ? | -1% | ? |
| COc1ccc2ccccc2c1/C=N/NC(=O)c1sc(N)c(C#N)c1C | ? | 1% | -3% |
| CC1CC(C)CN(CCCNC(=O)c2cn(C)c3ccc(S(=O)(=O)N4CCCC4)cc3c2=O)C1 (centres undefined) | -19% | -9% | -3% |
| O=C(CSc1nnc(NC(=O)Nc2ccccc2)s1)Nc1cccc(F)c1 | ? | 2% | ? |
| O=C(NN1C(=O)C2C3C=CC(O3)C2C1=O)c1cccc(O)c1 (centres undefined) | ? | -5% | -2% |
| COc1ccccc1CCNC(=O)C(=O)NCC(c1cccs1)S(=O)(=O)c1ccccc1 (centres undefined) | ? | -9% | ? |
| Cc1ccc(NC(=O)N2CCCc3ccccc32)cc1 | -15% | -21% | 3% |
| Cc1ccccc1OCc1ccc(-c2nc(C#N)c(NCCCN(C)C)o2)o1 | ? | -4% | ? |
| COCCCNC(=O)c1ccc(S(=O)(=O)c2ccc(C)cc2)c(NC(C)=O)c1 | 28% | 17% | -1% |
| O=C(Nc1cc(Cl)ccc1-n1cncn1)c1ccccc1OC(F)F | -11% | -7% | -5% |
| O=C(CN(c1cccc([N+](=O)[O-])c1)S(=O)(=O)c1ccccc1)N(Cc1ccccc1)Cc1ccccc1 | ? | -2% | ? |
| C=CCNc1c2c(nc3nnnn13)CCCC2 | -12% | 0% | 27% |
| CC(C)(C)c1nc2ccc(Cl)cn2c1CC1CCCCC1 | ? | . | ? |
| Cn1c(SCC(=O)Nc2ccc(F)cc2)nnc1C1CC1 | 11% | -4% | 2% |
| Cc1ccc(C(=O)Nc2ccc(-c3csc(C)n3)cc2)cc1 | -29% | -3% | 7% |
| CCOc1ccc(NC(=O)CNC(=O)COc2ccccc2)cc1 | -11% | -4% | 0% |
| O=C1C(Cc2ccccc2)Nc2ncnc(N3CCN(c4ccccc4)CC3)c2N1Cc1ccc(Br)cc1 (centres undefined) | ? | -8% | ? |
| Cn1c(=O)[nH]c2c(nc(-c3ccc(Cl)cc3)n2C)c1=O | -4% | -7% | 19% |
| CCOC(=O)C1CCN(S(=O)(=O)c2cc(-c3onc(C)c3C)ccc2C)CC1 | ? | 8% | ? |
| CCOc1ncccc1C(=O)NCc1ccc(C)cc1 | -22% | 4% | 1% |
| CCC(=O)Nc1c(C(=O)N2CCN(c3ccccn3)CC2)cnn1-c1ccc(C)cc1 | -29% | 0% | -19% |
| CN(c1ccccc1)S(=O)(=O)c1cccc(NC(=O)CCNC(=O)c2ccco2)c1 | ? | . | ? |
| COCCn1nnnc1SCC(=O)c1ccc(F)cc1 | -18% | -6% | -4% |
| Cc1ccc(C)c(N2CCN(C(=O)c3ccc(Cl)c(NC4=NC5CS(=O)(=O)CC5S4)c3)CC2)c1 (centres undefined) | ? | -9% | ? |
